# Screens as filed in PubChem BioAssay.
# KinaseGlo FLuc: blocks Kinase-Glo luciferase, a counter-screen artifact | Q27757 | Kinase-Glo luciferase, ATP luminescence, 8 min | Potency, µM (series often up to 38.3 µM), inactives show at the top dose activity change, negative = inhibition, most hits filed as inhibitors | actives 0.28% (n = 200,000); note: potency is the fitted concentration of half-maximal effect; % is set by controls: 0 for no effect and ±100 for the full control effect; nearly all actives have a fitted effect of over 60% in size
#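 Recombinant Kinase-Glo luciferase, 10 uM ATP (linear range), luciferin; imidazole pH 7.2 / KCl / MgCl2 / Tween / BSA buffer; 8 min RT; luminescence.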
# CBFb-RUNX1 inh: inhibitors of human CBF-beta and RUNX1 interaction; Q01196+Q13951; AID 1477; AlphaScreen CBFb-His/RUNX1-biotin binding, biochemical; Potency, µM (doses to about 59.8 µM), for inactives: at the highest dose activity, negative = inhibition, usual class: inhibitors; 230,000 tested, under 10 active; note: % of control where 0% means no effect
# Target sequence (Q01196 whole entry, looked up): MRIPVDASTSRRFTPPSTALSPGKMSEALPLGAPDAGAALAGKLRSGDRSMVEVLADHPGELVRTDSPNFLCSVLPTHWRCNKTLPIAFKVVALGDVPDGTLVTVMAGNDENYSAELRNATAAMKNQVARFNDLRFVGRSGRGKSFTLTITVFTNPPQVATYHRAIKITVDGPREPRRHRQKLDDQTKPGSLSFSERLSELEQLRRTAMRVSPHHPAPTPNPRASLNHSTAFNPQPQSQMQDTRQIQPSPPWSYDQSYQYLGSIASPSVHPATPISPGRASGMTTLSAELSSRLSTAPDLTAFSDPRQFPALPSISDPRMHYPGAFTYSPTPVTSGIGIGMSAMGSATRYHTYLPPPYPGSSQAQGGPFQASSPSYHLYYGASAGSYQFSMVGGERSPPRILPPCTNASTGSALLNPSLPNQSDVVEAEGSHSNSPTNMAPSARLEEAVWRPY
# Target sequence (Q13951 whole entry, looked up): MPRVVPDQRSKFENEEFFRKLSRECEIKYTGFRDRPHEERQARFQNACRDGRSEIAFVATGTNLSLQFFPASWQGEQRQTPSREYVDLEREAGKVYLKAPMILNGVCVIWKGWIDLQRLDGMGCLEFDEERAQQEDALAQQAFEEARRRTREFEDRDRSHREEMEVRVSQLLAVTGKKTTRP
#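 CBF-beta (His) and RUNX1 (biotin), 30 nM each; 20 min preassociation; + compound, 15 min; + beads 50 ng each (Ni, streptavidin), 90 min; RT; AlphaScreen read.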
# HttQ103 aggreg: mutant huntingtin aggregation inhibition | PC12 HttQ103-GFP aggregates, Acumen cytometry, 40 h | Potency, µM (top dose mostly 46.1 µM), for the others: at the highest dose activity change, negative = inhibition, most hits filed as inhibitors | actives 1.1% (n = 220,000) | AID 1688; note: potency is the fitted concentration of half-maximal effect; % is set by controls: 0 for no effect and ±100 for the full control effect; nearly all actives have a fitted effect of over 60% in size
#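 Compounds (qHTS titration) were added to PC12 cells expressing an ecdysone-driven HTT exon 1 Q103–GFP fusion after induction with 100 nM tebufenozide. Aggregate formation was measured as GFP objects in cell lysates.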
# IMPase Li inh: cell-permeable IMPase inhibitors with lithium potentiation. actives 0.35% (n = 210,000). Potency, µM (doses to about 59.4 µM), without a hit: top-dose activity, negative = IMPase inhibition, most hits filed as inhibitors. CHO-M1 cells, IP1 TR-FRET (IP-One), carbachol + lithium;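 note: IP1 builds up when IMPase is blocked and the TR-FRET signal falls; potency is the fitted concentration of half-maximal effect; plate controls were basal vehicle for no effect and high inhibitor control for full effect; nearly all actives have a fitted effect of over 50% in size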
#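 Steps: plate 2000 CHO-M1 cells per well and culture 16–30 h; add compound and lithium; incubate 30 min, 37C; add d2-IP1 tracer and Eu cryptate anti-IP1 antibody in lysis buffer; read after 10 min at room temperature.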
# Epigenetic reg: epigenetic control regulation, reporter derepression; AID 1865; murine LDR cells, GFP reporter derepression, 30 h; Potency, µM (titrated, usually from 53.9 µM), without a hit: at the top dose GFP activation, usual class: activators; actives 0.2% (n = 280,000); note: potency is the fitted concentration of half-maximal effect; % of control where 0% means no effect; nearly all actives have a fitted effect of over 60% in size
#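 In this reporter-derepression format, murine cells bearing a silenced integrated CMV-GFP locus incubate with test compound (30 h, 37 C), then are washed and imaged; fluorescent objects of 20–120 um count as induced cells.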
# L3MBTL1 inh: L3MBTL1 (human) inhibition; Q9Y468; AID 485360; actives 0.66% (n = 230,000); AlphaScreen L3MBTL1–H3K9me1 peptide binding; Potency, µM (doses to about 57.1 µM), inactives show top-dose activity, negative = inhibition, actives largely listed as inhibitors; note: potency is the fitted concentration of half-maximal effect; % is set by controls: 0 for no effect and ±100 for the full control effect; nearly all actives have a fitted effect of over 60% in size
#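 AlphaScreen proximity signal between nickel-chelate acceptor and streptavidin donor beads (final 10 ug/mL) reports binding of 50 nM L3MBTL1 to 75 nM biotin-H3 K9me1 peptide; complex incubated with compounds 30 min at room temperature; cefsulodin titration as control.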
# NPSR antagonist: antagonists of human neuropeptide S receptor cAMP signaling; Q6W5P4; actives 1% (n = 220,000); CHO-NPSR cells, cAMP TR-FRET, antagonist mode; Potency, µM (doses to about 38.3 µM), for the others: top-dose activity change, negative = inhibition, usual class: inhibitors; note: potency is the fitted concentration of half-maximal effect; % is set by controls: 0 for no effect and ±100 for the full control effect; nearly all actives have a fitted effect of over 50% in size; many of its hits are not listed in these tables
# Target sequence (Q6W5P4 whole entry, looked up): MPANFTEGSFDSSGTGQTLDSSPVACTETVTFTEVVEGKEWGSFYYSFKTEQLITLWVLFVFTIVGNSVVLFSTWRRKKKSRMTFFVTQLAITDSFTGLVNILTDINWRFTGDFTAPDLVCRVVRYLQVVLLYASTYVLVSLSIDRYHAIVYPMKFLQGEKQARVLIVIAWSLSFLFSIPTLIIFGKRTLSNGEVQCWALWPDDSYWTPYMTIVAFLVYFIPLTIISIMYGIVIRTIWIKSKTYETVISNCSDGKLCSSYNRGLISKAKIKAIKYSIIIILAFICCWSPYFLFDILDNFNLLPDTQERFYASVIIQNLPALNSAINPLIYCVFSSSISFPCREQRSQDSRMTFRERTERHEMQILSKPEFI
# * marks the source's active call; other numbers are inactive results; ? = inconclusive; . = no result given; & = joins results of further samples; [ ] = dose if it differs, or a comment. Calls come from the whole dose curve; as a rule, active = well fitted curve in the direction sought with a large enough effect; inconclusive = small, poorly fitted or top-dose-only effect, or another doubt; inactive = no such curve, though single readings can be large; an effect the other way counts as inactive or inconclusive. An excerpt; rates above refer to the full screens.
No.	compound	KinaseGlo FLuc	CBFb-RUNX1 inh	HttQ103 aggreg	IMPase Li inh	Epigenetic reg	L3MBTL1 inh	NPSR antagonist
1	COc1ccccc1CNC(=O)C1CCC(CNc2c(N3CCC(C)CC3)c(=O)c2=O)CC1 (stereo unspecified)	.	4%	-15%[9.22 µM]	.	-1.8%	.	0%
2	CCCc1cc(=O)[nH]c(SCC(=O)c2cc(C)n(C3CC3)c2C)n1	-4%	-3%	22%	10%[38.3 µM]	-1.2%	-5%	-7%[46.1 µM]
3	C=CCN1C(=O)S/C(=C/c2ccsc2)C1=O	-6%	1%	-25%	34%[activator]	0.0%	8%	16%[46.1 µM]
4	COc1cccc(NS(=O)(=O)c2ccc3c(c2)n(C)c(=O)c(=O)n3C)c1	-2%	6%	-7%	-14%[38.3 µM]	-11%	2%	-13%[46.1 µM]
5	Cc1cc(C)n(CCNC(=O)CC2C(=O)NCCN2Cc2ccccc2C(F)(F)F)n1 (stereo unspecified)	.	8%	12%[9.22 µM]	8%	-1.2%	2%	-19%
6	CC1(C)CCCN(C(=O)N2c3ccccc3Sc3ccccc32)C1	-2%	2%	-6%	22%[38.3 µM]	-3.4%	2%	-19%[46.1 µM]
7	C=CCNC(=O)c1sccc1Oc1ccc(F)cc1[N+](=O)[O-]	-3%	-6%	-20%	4%	1.1%	?	14%
8	Cc1nc(-c2ccccn2)sc1C(=O)O	-12%	7%	-9%	?	-1.1%	-3%	-11%
9	Cn1c([N+](=O)[O-])cnc1COC(N)=O	-2%	18%	18%&0%	5%&6%&4%	-6.2%	4%	1%
10	O=C(/C=C/c1ccc([N+](=O)[O-])cc1)OCC(=O)N1c2ccccc2Sc2ccccc21	-1%	-7%	4%	-3%	1.5%	-5%	4%
11	O=C(OCC(=O)c1ccc[nH]1)c1ccc(S(=O)(=O)N2CCCCC2)cc1	0%	8%	-11%	15%[38.3 µM]	-1.0%	-5%	5%[46.1 µM]
12	O=C(c1ccc(C(F)(F)F)cc1)C1CCCN(C(=O)c2csnn2)C1 (stereo unspecified)	.	0%	16%[9.22 µM]	8%	-0.1%	5%	-40%
13	CCC[N+](C)(C)C(C)C(OC(C)=O)c1ccccc1 (stereo unspecified)	.	8%	9%[9.22 µM]	.	-1.1%	2%	1%
14	O=C(O)/C=C/c1ccc(S(=O)(=O)N2CCN(CCN3C(=O)C4C5C=CC(C5)C4C3=O)CC2)cc1 (stereo unspecified)	.	3%	-18%[9.22 µM]	.	0.3%	.	13%
15	COc1ccc(-c2ccc(-c3cc(=O)oc4cc(C)cc(C)c34)cc2)cc1	-1%[39.9 µM]	0%[89.1 µM]	.	7%	-1.0%	.	.
16	CC1(C)NC(=O)N(CCCCOc2ccc(Br)cc2Cl)C1=O	1%	0%	2%[9.22 µM]	-7%[38.3 µM]	-4.6%	.	-11%[46.1 µM]
17	COc1ccc(C(=O)NCC(=O)OCC(=O)c2ccc(Cl)cc2)cc1OC	0%	-1%	1%	0%	1.5%	-3%[2.29 µM]	25%
18	O=C(NN=C1CCCCC1)c1ccccc1OCc1ccc(F)cc1	-5%	-4%	-10%	3%	0.0%	2%	-4%
19	COC(C)C(C(=O)OCC1=CCN2CC[C@H](O)[C@@H]12)C(C)C (stereo partly specified)	0%	2%	.	30%	-0.3%	.	.
20	O=S(=O)(Nc1ccccn1)c1cccc(S(=O)(=O)c2ccc(Br)cc2)c1	-1%	12%	7%[9.22 µM]	7%	1.0%	7%	6%
21	COc1ccccc1OCC(O)CN1CCN(CC(=O)Nc2c(C)cccc2C)CC1 (stereo unspecified)	-3%&-6%	19%&-12%	-16%	-6%&-10%	-0.2%&2.2%	8%	-6%[46.1 µM]
22	C=CCN(C(=O)c1cccc(N2C(=O)C3CC=CC(C)C3C2=O)c1)c1ccccc1 (stereo unspecified)	-1%	2%	-1%	-1%	1.2%	.	-25%
23	O=c1oc2ccccc2c(Nc2ccc3ccccc3c2)c1[N+](=O)[O-]	0%	2%	?	2%[38.3 µM]	7.4%	22%	-26%[46.1 µM]
24	COc1ccc(N2C=C3C(=O)C(C)(OC(=O)CCc4ccccc4)C(=O)C=C3C=C2c2ccc(C#N)cc2)cc1 (stereo unspecified)	-7%[7.66 µM]	?	6%[9.22 µM]	-5%	-1.7%	.	-25%
25	CNC(=O)N(O)C1N(/N=C/c2cccs2)C(=S)SC1(C)C (stereo unspecified)	.	9%	-3%[9.22 µM]	.	-0.2%	9%	-21%

# New compounds follow:
No.	compound	KinaseGlo FLuc	CBFb-RUNX1 inh	HttQ103 aggreg	IMPase Li inh	Epigenetic reg	L3MBTL1 inh	NPSR antagonist
26	CN(C)c1ccc(-c2cc(-n3ccnc3)ncn2)cc1	-2%	.	.	-14%	-2.3%	.	.
27	CC1(C)Cc2cccc(OCC(=O)O)c2O1	-3%	22%	-11%	1%	1.2%	5%	9%[46.1 µM]
28	COc1ccc(N2C(=O)CC(Cc3ccccc3)C2=O)cc1 (stereo unspecified)	23%	3%	-14%	-1%[38.3 µM]	0.0%	.	0%[46.1 µM]
29	O=C(O)c1ccc(N/N=C/C2=Cc3ccccc3OC2)cc1	.	-9%	6%[9.22 µM]	.	1.5%	-21%	-7%
30	CCOc1ccccc1NC(=O)C1CCN(C(=O)NCc2ccccc2)CC1	3%	11%	-4%	6%	-1.2%	4%	-10%[46.1 µM]
31	CCOCCCNC(=O)C(NC(=O)c1cnccn1)c1ccc(OC)cc1 (stereo unspecified)	.	5%	-7%	.	-1.0%	5%	-7%[46.1 µM]
32	Cn1nccc1-c1cc(Cl)cc(Cl)c1O	.	23%	10%[9.22 µM]	.	0.0%	-6%	1%
33	O=C(Nc1cccc(-c2nc3ccccc3[nH]2)c1)c1cccc(NC(=O)c2ccco2)c1	-6%	-9%	5%	11%[38.3 µM]	0.0%	8%	-8%[46.1 µM]
34	Cc1ccc(NC(=O)N2CCCC2C(=O)NCc2cccs2)cc1 (stereo unspecified)	-6%	0%	-18%	-9%	-7.6%	31%[activator]	17%[46.1 µM]
35	O=C(C1CCN(c2nnc(-n3cccc3)s2)CC1)N1CCN(c2cccc(C(F)(F)F)c2)CC1	-6%	1%	-8%	6%[38.3 µM]	1.9%	-7%	-10%[46.1 µM]
36	CSc1nc2ncc3c(n2n1)CC(C)(C)CC3=O	1%	0%	23%[9.22 µM]	0%	1.1%	13%	2%
37	COc1ccc(NC(=S)Nc2ccc(OC)cc2OC)c(OC)c1	-1%	-29%	0%	-5%	-1.3%	-10%	20%
38	Oc1ccc(-c2nncn2-c2ccccc2)cc1	2%	2%	2%[9.22 µM]	6%	-3.5%	1%	4%
39	O=C(O)c1oc2ccc(Br)cc2c1-n1cccc1	-1%	5%	3%	26%[38.3 µM]	0.0%	-9%	-7%[46.1 µM]
40	Cc1cc(NS(=O)(=O)c2ccc(Nc3nc(-c4ccc(O)cc4)cs3)cc2)no1	5%	1%	-2%	17%	-1.1%	-1%	-5%
41	O=c1c(/C=N/O)coc2ccc3ccccc3c12	-1%	6%	9%	-2%[38.3 µM]	1.5%	2%	7%[46.1 µM]
42	O=C(COC(=O)CCc1ccc(S(=O)(=O)N2CCCCC2)cc1)Nc1cccc2ccccc12	-1%	1%	4%	-3%	-3.0%	-12%	13%
43	CCSc1nc(N2CCOCC2)c2ccccc2n1	-4%	5%	7%	19%[38.3 µM]	0.0%	.	2%[46.1 µM]
44	Cc1cccc(-n2[nH]c3c4c(ccc3c2=O)C(=O)c2ccccc2C4=O)c1	-6%	-22%	-31%	16%	0.0%	-9%	-20%
45	Oc1ccc(Br)cc1-c1nc2cnccn2c1NC1CCCC1	4%	4%	20µM*	26%[38.3 µM]	3.2%	-8%	-15%[46.1 µM]
46	O=C(CSc1nc2ccccc2c(=O)n1NC(=O)c1ccccc1)c1ccc(Cl)cc1	-25%	-10%	-16%	13%[38.3 µM]	0.0%	-1%	?
47	COc1ccc2c3c1O[C@H]1C[C@@H](O)C=C[C@@]31CCN(C)C2	2%[39.9 µM]	-10%&-26%&9%	3%	11%&11%	-1.5%&0.8%&0.0%	.	18%
48	CCOC(=O)C1=C(C)N(C)C(=O)NC1c1ccc(C)s1 (stereo unspecified)	5%	7%	-27%	6%[38.3 µM]	0.0%	0%	-3%[46.1 µM]
49	Cc1cc2oc(=O)cc(CSc3nnc(-c4cccs4)o3)c2cc1C(C)C	2%	1%	-10%	-5%	-1.0%	-12%	-21%
50	O=C(c1c(F)c(F)c(F)c(F)c1F)N(Cc1ccccc1)Cc1ccccc1	-2%	21%	-16%	53%[activator][38.3 µM]	-2.2%	.	-23%[46.1 µM]

# The closing two records of the section before come first, to join the parts.
No.	compound	KinaseGlo FLuc	CBFb-RUNX1 inh	HttQ103 aggreg	IMPase Li inh	Epigenetic reg	L3MBTL1 inh	NPSR antagonist
49	Cc1cc2oc(=O)cc(CSc3nnc(-c4cccs4)o3)c2cc1C(C)C	2%	1%	-10%	-5%	-1.0%	-12%	-21%
50	O=C(c1c(F)c(F)c(F)c(F)c1F)N(Cc1ccccc1)Cc1ccccc1	-2%	21%	-16%	53%[activator][38.3 µM]	-2.2%	.	-23%[46.1 µM]
51	CC(C)c1ccc(/C=N/NC(=O)c2cccc(S(=O)(=O)N3CCOCC3)c2)cc1	4%	-2%	-12%	-1%	-0.3%	-6%	3%
52	CCOC(=O)C1CCN(C(=O)C(=O)N2CCC(C(=O)OCC)CC2)CC1	-2%	-5%	2%	3%[38.3 µM]	-2.0%	10%	3%[46.1 µM]
53	O=C(Nc1cccnc1)c1c(O)c2cccc3c2n(c1=O)CC3	-1%	16%	-7%	3%[38.3 µM]	-1.0%	.	1%[46.1 µM]
54	CN(C)S(=O)(=O)c1c(Cl)cccc1Cl	1%	-3%	3%	9%[38.3 µM]	-1.5%	.	1%[46.1 µM]
55	Brc1ccc(-c2nc(N/N=C/c3cccnc3)c3ccccc3n2)cc1	7.1µM*	20%	10µM*	42%[activator][38.3 µM]	?	.	10µM*
56	C#CCOCCOCCOCCNc1nc(N2CCN(C(=O)Cn3cc(CCCN=C(N)N)nn3)CC2)nc(N2CCN(C(=O)[C@H]([C@@H](C)CC)n3cc(CCCN=C(N)N)nn3)CC2)n1	-2%	2%[2.36 µM]	-10%	4%	0.3%	-1%	11%
57	O=C1NC(=S)/C(=C\c2ccc(-c3ccccc3Cl)o2)S1	-6%	?	?	3%	1.3%	?	-28%
58	Oc1ccc(/C=N/Nc2ccnc3cc(Cl)ccc23)c(O)c1	.	?	-8%[9.22 µM]	.	8.4%	.	2%
59	CNC(=O)COC(=O)c1ccc(NS(=O)(=O)c2ccc3c(c2)OCCO3)cc1	7%	6%	27%	-2%	-1.8%	-1%	3%
60	COCCN1C(=O)c2oc3c(C)cc(C)cc3c(=O)c2C1c1cccc(O)c1 (stereo unspecified)	-3%	6%	18%	49%[activator][38.3 µM]	1.8%	?	-11%[46.1 µM]
